All columns: NCI-60 one-dose screen, growth in % after 48 h at 10 µM unless noted; 100 = growth as untreated, 0 = no growth, -100 = all killed.
NCI-H23 = NCI-H23 lung cancer; actives 4% (n = 80,000)
CAKI-1 = CAKI-1 renal cancer. actives 4.7% (n = 75,000). AID 1794772
SF-295 = SF-295 CNS cancer cells | actives 5.6% (n = 79,000)
SNB-19 = SNB-19 CNS cancer cells; actives 2.5% (n = 81,000); AID 1794751
A498 = A498 renal cancer cells. actives 5.4% (n = 76,000)
SNB-75 = SNB-75 CNS cancer; actives 5% (n = 79,000)
SF-539 = SF-539 CNS cancer; actives 6.8% (n = 81,000)
U251 = U251 CNS tumor cells. actives 5.4% (n = 80,000)
SF-268 = SF-268 CNS cancer cells. AID 1794759. actives 3.1% (n = 82,000)
Numbers without * were called inactive; x = not tested or not shown; & = joins results of further samples. The calls were made as follows: active = growth percent below 10; inactive = the rest. No enrichment for hits. About 10% of those tested had a hit in this group.

1) COc1cccc(/C=C2\Oc3ccc(O)c(-c4ccccc4)c3C2=O)c1
2) COc1cc2c(c(OC)c1OC)C(=O)CC(c1cccc(C(=O)Nc3cccc(Br)c3)c1)O2 (stereo not given)
3) CCc1noc2cc(-c3ccccc3)n(C)c(=O)c12
4) NC1=CC(=O)c2cccnc2C1=O
5) c1ccc(CCSc2ncnc3nc[nH]c23)cc1
6) Cc1ccc2cccc(O)c2n1
7) CC1(C)CC(=O)C2OC2(C)C1 (stereo not given)
8) COc1ccc2nc(Cl)c(Cn3nnc(Cc4ccccc4)n3)cc2c1

Compound	1	2	3	4	5	6	7	8
NCI-H23	88	97	101	-33*	97	96	99	33
CAKI-1	59	85	92	-69*	87	100	103	44
SF-295	99	87	x	22	76	107	111	37
SNB-19	88	76	96	6.3*	85	103	111	58
A498	x	76	94	82	86	114	109	x
SNB-75	75	75	95	-81*	99	90	102	57
SF-539	94	87	93	-89*	85	100	95	68
U251	93	82	94	-82*	91	105	103	53
SF-268	69	74	101	-0.4*	103	106	107	51

9) CCCCC(=O)NC(c1cccnc1)c1cc(Cl)c2cccnc2c1O (stereo not given)
10) CCOC(=O)c1cnn(CC(O)CC)c1NC(=O)NCc1cccc(F)c1 (stereo not given)
11) CC(=O)Oc1ccc2c(c1)Oc1cc(OC(C)=O)ccc1C21OC(=O)c2ccccc21
12) CCCCC/C(=C\c1ccccc1)C1OC(C)CC(C)O1 (stereo not given)
13) CSc1nc(NN)cc(-c2ccccc2)n1
14) CN1CCN(Cn2nc(-c3cc(F)c(Cl)cc3Cl)n(/N=C/c3ccc(Cl)cc3)c2=S)CC1
15) CC(C)c1ccc(Cn2c(-c3cscn3)nc3c(Cl)cccc32)cc1
16) Cn1cc(-c2cc(N)n3nc(-c4c[nH]c5ccccc45)cc3n2)c2cc(Br)ccc21

Compound	9	10	11	12	13	14	15	16
NCI-H23	98	95	102	94	95	99	79	-75*
CAKI-1	100	91	111	92	105	x	75	-87*
SF-295	106	98	101	103	112	111	76	-94*
SNB-19	101	106	101	101	109	86	86	-86*
A498	101	102	109	103	80	94	75	-92*
SNB-75	x	103	88	92	106	109	82	-48*
SF-539	98	102	95	104	115	107	86	-94*
U251	106	107	93	86	100	109	78	-95*
SF-268	108	106	96	94	118	108	78	-40*

17) Oc1ccc2oc3ccccc3c2c1
18) O=C1Nc2ccc(F)cc2/C1=C\C(=O)c1ccc(NS(=O)(=O)c2ccccc2)cc1
19) COC12C=C/C(=C(/C(=O)OCCSc3ccnn3C)C(=O)CCCCCCCCC3(OC)C=C/C(=C(/C(=O)OCCSc4ccnn4C)C(=O)CCCCCCCC1)O3)O2
20) CCCCCCCCCCCCCCCCCCNC(=S)/N=C/c1c(O)c2ccccc2[nH]c1=O
21) O=C(Nc1ccc(Br)cc1)c1ccc(Cl)c(Cl)c1
22) Cc1nn(-c2ccccc2)c(Oc2ccccn2)c1-c1nc2ccccc2s1
23) CCOC(=O)c1ccc2c(c1N1CCN(Cc3ccccc3)CC1)N(O)ON2
24) N#CC1C(=O)CC(c2ccccc2)N2c3ccccc3SC12 (stereo not given)

Compound	17	18	19	20	21	22	23	24
NCI-H23	101	84	-44*	92	26	88	101	100
CAKI-1	103	73	27	87	8.9*	82	88	96
SF-295	118	96	-3.3*	96	6.6*	115	91	96
SNB-19	111	96	33	102	35	100	114	92
A498	93	115	-53*	98	66	106	93	93
SNB-75	55	76	57	86	39	97	92	83
SF-539	103	97	-0.3*	92	67	108	100	106
U251	115	94	-3.3*	99	32	98	110	93
SF-268	100	98	16	83	74	93	97	96

25) COc1ccc2cc(Cn3cc[n+](Cc4ccc5ccccc5c4)c3)ccc2c1
26) c1cnc2nc(CSc3nnc4ccc(-c5ccncc5)nn34)oc2c1
27) COc1ccc(S(=O)(=O)NNC(=O)CSc2nc3ccccc3c(=O)n2CCc2ccccn2)cc1OC
28) N#CCSc1nc2ccccc2c(=O)n1CCc1ccc(S(N)(=O)=O)cc1
29) CC1=NN(c2cn3c(-c4ccc(Cl)cc4)csc3n2)C(=O)C1
30) Cc1nn(-c2ccc(F)cc2)c2ncnc(Cl)c12
31) COc1cc(/C=N/n2cnc3oc(-c4ccccc4)cc3c2=N)cc(CN2CCN(C)CC2)c1O
32) CC(C(=O)NCCc1c[nH]c2ccccc12)N1C(=O)/C(=C/c2cccs2)SC1=S (stereo not given)

Compound	25	26	27	28	29	30	31	32
NCI-H23	36	113	96	97	92	92	104	96
CAKI-1	96	91	98	93	79	99	73	64
SF-295	67	104	117	98	86	104	109	102
SNB-19	32	106	98	103	88	92	110	91
A498	75	97	99	87	74	95	72	97
SNB-75	19	86	93	90	65	94	x	74
SF-539	49	97	91	96	95	108	94	96
U251	16	102	103	106	92	95	108	100
SF-268	23	100	103	96	96	101	94	87

33) O=C([C@@H]1C[C@@H]1c1ccc(C(F)(F)F)cc1)N1CCN(C2CCOCC2)CC1
34) COc1ccc(-c2nnc(COc3ccc(NC(=O)c4cccc(C(F)(F)F)c4)cc3F)o2)cc1
35) CC(C)c1ccc(Cn2nc(Nc3ccccc3)nc2N)cc1
36) N#Cc1ccc(-c2nn(-c3ccc(C(=O)O)cc3)cc2CNc2ccc(Cl)cc2)cc1
37) CN(C)c1ccc(/C=N\NC(=O)N/N=C/c2ccc(N(C)C)cc2)cc1
38) O=[N+]([O-])c1ccc(/C=C\c2ccncc2)cc1
39) O=C(Nc1cccc2c(OC(=O)C(Cl)Cl)c(N=Nc3ccc(S(=O)(=O)Nc4nccs4)cc3)cc(N=Nc3ccc(S(=O)(=O)Nc4nccs4)cc3)c12)C(Cl)Cl
40) O=S(=O)(c1ccc(NC(=S)N2CCCCC2)cc1)N1CCCCC1

Compound	33	34	35	36	37	38	39	40
NCI-H23	97	84	94	73	99	97	108&92	104
CAKI-1	88	x	84	71	113	101	66&76	79
SF-295	103	90	104	63	121	99	77&87	113
SNB-19	101	100	104	76	97	94	114&84	107
A498	98	92	124	111	102	97	114&100	75
SNB-75	100	63	123	107	99	98	59&69	100
SF-539	102	81	96	80	101	107	92&97	102
U251	101	98	94	77	109	102	86&87	95
SF-268	95	97	106	79	109	115	99&86	101

Complete entries from above. Screens in order: NCI-H23 | CAKI-1 | SF-295 | SNB-19 | A498 | SNB-75 | SF-539 | U251 | SF-268
O=C(Nc1cccc2c(OC(=O)C(Cl)Cl)c(N=Nc3ccc(S(=O)(=O)Nc4nccs4)cc3)cc(N=Nc3ccc(S(=O)(=O)Nc4nccs4)cc3)c12)C(Cl)Cl is listed with 108&92 | 66&76 | 77&87 | 114&84 | 114&100 | 59&69 | 92&97 | 86&87 | 99&86
COc1ccc(-c2nnc(COc3ccc(NC(=O)c4cccc(C(F)(F)F)c4)cc3F)o2)cc1 is listed with 84 | x | 90 | 100 | 92 | 63 | 81 | 98 | 97
O=[N+]([O-])c1ccc(/C=C\c2ccncc2)cc1 is listed with 97 | 101 | 99 | 94 | 97 | 98 | 107 | 102 | 115
O=S(=O)(c1ccc(NC(=S)N2CCCCC2)cc1)N1CCCCC1 is listed with 104 | 79 | 113 | 107 | 75 | 100 | 102 | 95 | 101
N#Cc1ccc(-c2nn(-c3ccc(C(=O)O)cc3)cc2CNc2ccc(Cl)cc2)cc1 is listed with 73 | 71 | 63 | 76 | 111 | 107 | 80 | 77 | 79

The list continues:
41) N#Cc1c(Cl)nc(SCc2ccccc2)nc1-c1ccc(F)cc1
42) C=C(C)[C@@H]1CC[C@]2(C(=O)NCCCN(CCCN)CCCN)CC[C@]3(C)[C@H](CC[C@@H]4[C@@]5(C)CCC(=O)C(C)(C)[C@@H]5CC[C@]43C)[C@@H]12
43) CCCCN(CCCC)C(=N)c1c(OC)cccc1OC
44) O=C(Nc1ccnc2ccccc12)c1ccccc1CN1C(=O)c2ccccc2C1=O
45) O=C1Nc2ccc(C(=O)O)cc2/C1=N/c1n[nH]c(=S)s1
46) CC(=O)Nc1ccc(/C(N=Nc2ccccc2)=N/N=C(N)N)cc1
47) O=C(O)CC(O)C(O)C(O)CO (stereo not given)
48) CCO/C=N/C1=C(C#N)C(c2ccc(Cl)cc2)c2c(c3ccc(C)cc3[nH]c2=O)O1 (stereo not given)

Compound	41	42	43	44	45	46	47	48
NCI-H23	95	98	86	94	83	95	102	85
CAKI-1	78	93	92	88	71	78	103	50
SF-295	72	103	72	95	104	59	118	90
SNB-19	83	92	97	102	95	97	103	85
A498	101	x	93	76	76	75	106	66
SNB-75	103	92	90	80	90	77	110	x
SF-539	58	100	102	94	79	88	100	76
U251	61	99	80	107	87	82	92	90
SF-268	78	103	93	97	89	77	101	91

49) CCOC(=O)c1ccc(NC2CCC(=O)N2)cc1 (stereo not given)
50) C=CCN(C)C
51) CC1(C)S(=O)(=O)OCCOS1(=O)=O
52) Clc1cc(Cl)cc(N2N=C(c3ccccc3)CC2c2sc(Cl)nc2Cl)c1 (stereo not given)
53) NC(=O)c1ccsc1NC(=O)CSc1ccc(Br)cc1
54) ClC(Cl)=C(c1ccccc1)c1ccccc1
55) CC(=O)O[C@H]1C[C@@]2(C)[C@@H](C[C@@H](O)[C@H]3[C@@]4(C)CC[C@@H](OC(C)=O)[C@@H](C)[C@@H]4CC[C@@]32C)/C1=C(\CCC=C(C)C)C(=O)O
56) C=C1C(=O)O[C@H]2[C@H]1CC/C(Cn1cc(-c3ccc(F)cc3)nn1)=C\CC[C@@]1(C)O[C@@H]21

Compound	49	50	51	52	53	54	55	56
NCI-H23	103	102	103	97	84	98	97	5.7*
CAKI-1	73	93	94	82	151	96	x	-13*
SF-295	98	103	98	95	116	116	92	86
SNB-19	96	102	x	94	97	115	103	67
A498	101	91	101	104	78	116	99	27
SNB-75	78	x	99	85	81	116	85	85
SF-539	98	109	100	97	108	113	103	-35*
U251	99	102	95	96	104	115	101	21
SF-268	92	106	x	93	104	104	91	5.3*

Down the list, from the results shown:
SF-295 for nos. 49 to 56, in order: 98, 103, 98, 95, 116, 116, 92, 86

More structures
57) O=c1ccccn1-c1ccc(C2=NCCO2)cc1
58) COc1cc(C2NN=C3c4ccccc4CCC32)cc(OC)c1OC (stereo not given)
59) COc1ccc(C2=CC(c3cc(OC)c(OC)c(OC)c3)NC(=O)N2)cc1OC (stereo not given)
60) NC(=O)NCOC(=S)S
61) N/C(=N\S(=O)(=O)c1cccc(Br)c1)Nc1nc2ccccc2s1
62) COc1cccc2c1nc1nc3ccc[nH]c3cc12
63) COC(=O)C1=C(N)N(c2ccccc2)C2=C(C(=O)CC(C)(C)C2)C1c1cccc(Cl)c1 (stereo not given)
64) Cc1sc2nc(NCCc3cccs3)[nH]c(=O)c2c1C

Compound	57	58	59	60	61	62	63	64
NCI-H23	98	73	27	99	87	91	91	99
CAKI-1	99	65	5.8*	116	85	x	47	x
SF-295	109	102	6.5*	x	104	102	73	83
SNB-19	99	79	38	105	102	106	84	90
A498	62	90	19	108	101	94	x	71
SNB-75	88	60	2.2*	84	x	95	79	90
SF-539	97	85	x	101	96	92	92	91
U251	103	95	21	x	99	102	92	76
SF-268	100	84	32	105	102	97	90	95

Part of the list above, as labelled records.
[61] N/C(=N\S(=O)(=O)c1cccc(Br)c1)Nc1nc2ccccc2s1
  NCI-H23 = 87
  CAKI-1 = 85
  SF-295 = 104
  SNB-19 = 102
  A498 = 101
  SNB-75 = x
  SF-539 = 96
  U251 = 99
  SF-268 = 102

[62] COc1cccc2c1nc1nc3ccc[nH]c3cc12
  NCI-H23 = 91
  CAKI-1 = x
  SF-295 = 102
  SNB-19 = 106
  A498 = 94
  SNB-75 = 95
  SF-539 = 92
  U251 = 102
  SF-268 = 97

[63] COC(=O)C1=C(N)N(c2ccccc2)C2=C(C(=O)CC(C)(C)C2)C1c1cccc(Cl)c1 (stereo not given)
  NCI-H23 = 91
  CAKI-1 = 47
  SF-295 = 73
  SNB-19 = 84
  A498 = x
  SNB-75 = 79
  SF-539 = 92
  U251 = 92
  SF-268 = 90

[64] Cc1sc2nc(NCCc3cccs3)[nH]c(=O)c2c1C
  NCI-H23 = 99
  CAKI-1 = x
  SF-295 = 83
  SNB-19 = 90
  A498 = 71
  SNB-75 = 90
  SF-539 = 91
  U251 = 76
  SF-268 = 95

Next section:
65) CC(C)Sc1nc(-c2ccc(F)cc2)c(C#N)c(=O)[nH]1
66) CCOc1ccc(/C=N/Nc2cc(C)nc3ccc(Cl)cc23)cc1
67) COc1ccccc1\C=N/N=C(N)/C(N)=N\N=C/c1ccccc1OC
68) O=C1S/C(=C\C=C\c2ccc([N+](=O)[O-])cc2)C(=O)N1c1ccc(F)cc1
69) COc1cc(/C=C/c2c(C(=O)O)cccc2[N+](=O)[O-])cc(OC)c1OC
70) c1cncc(-c2nc(N3CCOCC3)c3c4c(sc3n2)CCCCCC4)c1

Compound	65	66	67	68	69	70
NCI-H23	98	79	104	97	100	94
CAKI-1	95	78	100	85	95	72
SF-295	98	-65*	92	97	91	89
SNB-19	101	76	109	90	105	76
A498	105	x	125	43	81	78
SNB-75	91	101	119	90	86	61
SF-539	117	84	109	93	99	94
U251	102	9.0*	106	98	92	69
SF-268	104	75	100	104	99	92

Screens from PubChem.
